Screens as filed in PubChem.
CHOP inh – CHOP inhibition in unfolded protein response; inhibition, % at 10 µM; hit rate 3.8% among 220,000; CHO-K1 CHOP-promoter luciferase, tunicamycin-induced, 15-18 h; AID 2732;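 active = compounds that reduced the stress-induced luciferase reporter signal by more than about 70% of percent inhibition, limit read from the data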;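 note: 0% = tunicamycin plus vehicle and 100% = wells without tunicamycin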
TbHK1 inh – T. brucei hexokinase 1 inhibition; recombinant TbHK1, G6PDH-coupled NADH A340; inhibition, % at 10 µM; hit rate 0.11% among 220,000; AID 1430;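 active = inhibition of 50% or more in the single-dose primary screen; inactive = inhibition below 50%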
PPC-1+TRAIL kill – compounds killing PPC-1 cancer cells with TRAIL present (potentiator screen, no TRAIL-free arm); cell killing (% activity), % at 4 µM; AID 1443; hit rate 0.41% among 220,000; PPC-1 cells + TRAIL, ATPLite viability luminescence;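 active = cell killing above 50% in the first pass at 4 µM, then a duplicate retest at 5 µM averaging 50% or more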;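 note: plate controls were cells with TRAIL plus DMSO for no effect and medium-only wells lacking cells for full effect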
TNF death inh – blocks TNF-alpha induced death of Jurkat FADD-/- cells; Jurkat FADD-/- TNF necroptosis rescue, ATP luminescence, 24 h; 0 = TNF only, 100 = no-TNF cells; hit rate 0.068% among 220,000; activation (protection from cell death), % at 10 µM;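 active = activation, meaning protection from cell death, of at least 50% relative to plate controls; inactive = activation below 50%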;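 note: necroptosis triggered by 40 ng/mL TNF-alpha added together with compound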
FXIIa inh 1536 – blocks human coagulation factor XIIa protease activity | purified FXIIa, Boc-QGR-AMC fluorogenic substrate, 2 h | inhibition, % at 5 µM | hit rate 0.3% among 220,000 | AID 800; in the data active = inhibition above about 40%;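 note: 0% = enzyme with no compound and 100% = blank without enzyme; many of its hits are not listed in these tables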
FXIa inh – inhibitors of human coagulation factor XIa; P03951; inhibition, % at 5 µM; purified FXIa, Boc-Glu-Ala-Arg-AMC fluorogenic substrate; hit rate 0.14% among 220,000;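 active = inhibition of at least 40%; inactive = inhibition below 40%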;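 note: fluorescence of freed AMC excited at 355 nm; 0% = enzyme without compound and 100% = no enzyme blank; many of its hits are not listed in these tables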
EP2 antag – blocks the human prostaglandin E2 receptor EP2; P43116; C6 glioma cells expressing human EP2, cAMP TR-FRET; cells stimulated with saturating PGE2; inhibition, % at 25 µM; hit rate 0.52% among 260,000;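 active = percent inhibition above 40 after rounding to a whole number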;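 note: rat C6 glioma host cells with rolipram phosphodiesterase inhibitor present; the protocol text gives 20 µM as final concentration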
Target sequence (P43116 whole entry, looked up): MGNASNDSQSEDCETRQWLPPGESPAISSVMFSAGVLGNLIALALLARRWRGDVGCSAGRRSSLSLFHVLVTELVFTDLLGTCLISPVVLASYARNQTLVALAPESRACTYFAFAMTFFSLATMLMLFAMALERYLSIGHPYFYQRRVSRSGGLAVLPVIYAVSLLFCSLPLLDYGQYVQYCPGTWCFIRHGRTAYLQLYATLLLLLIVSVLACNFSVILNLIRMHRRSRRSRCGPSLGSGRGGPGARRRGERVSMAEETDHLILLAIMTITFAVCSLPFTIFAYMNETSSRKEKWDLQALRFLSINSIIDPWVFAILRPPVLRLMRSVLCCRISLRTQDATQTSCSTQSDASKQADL
Wee1 degr inh – human Wee1 degradation inhibition, primary screen; reporter increase, % at 5 µM; HeLa Luc-Wee1K328M stability, luciferase luminescence; 100% = proteasome inhibitor MG132 effect; hit rate 1.2% among 220,000; P30291;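 active = activation above the mean of all tested compounds plus 3 SD, set per screening run, cut at about 8.8% in these data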;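 note: cells exposed to compound for 20 h before luminescence read; 0% = DMSO alone and 100% = MG132 at 30 µM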
Target sequence (P30291 whole entry K328M): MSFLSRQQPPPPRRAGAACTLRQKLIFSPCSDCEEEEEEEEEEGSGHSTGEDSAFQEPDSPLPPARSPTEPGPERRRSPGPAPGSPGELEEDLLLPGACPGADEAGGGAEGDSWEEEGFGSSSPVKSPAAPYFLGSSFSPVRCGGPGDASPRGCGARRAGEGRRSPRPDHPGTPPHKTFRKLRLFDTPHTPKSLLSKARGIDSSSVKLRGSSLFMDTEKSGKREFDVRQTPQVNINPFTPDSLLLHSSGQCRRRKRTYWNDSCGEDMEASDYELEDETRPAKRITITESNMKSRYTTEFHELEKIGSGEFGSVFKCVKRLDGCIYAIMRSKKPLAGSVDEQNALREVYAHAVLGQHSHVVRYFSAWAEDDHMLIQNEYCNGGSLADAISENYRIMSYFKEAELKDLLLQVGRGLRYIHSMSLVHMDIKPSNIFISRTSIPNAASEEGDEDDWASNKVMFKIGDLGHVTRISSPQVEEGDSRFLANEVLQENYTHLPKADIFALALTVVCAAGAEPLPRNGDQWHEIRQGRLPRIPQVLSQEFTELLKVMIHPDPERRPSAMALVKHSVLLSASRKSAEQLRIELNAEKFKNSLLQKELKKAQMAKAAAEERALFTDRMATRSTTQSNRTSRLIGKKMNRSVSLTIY
zVAD death inh – blocks zVAD induced death of L929 cells | hit rate 0.38% among 220,000 | L929 zVAD necroptosis rescue, ATP luminescence, 24 h; with zVAD 60 µM | viability rescue, % at 10 µM;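 active = activation, scaled between plate controls, above about 75%, limit read from the data; inactive = activation under that limit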;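 note: 0% = zVAD with DMSO and 100% = DMSO alone without zVAD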
The depositor's hits bear a star; / = not tested or not shown; & = joins results of further samples. These rows are one share of the data; the hit share may differ from the screen's.

SMILES	CHOP inh	TbHK1 inh	PPC-1+TRAIL kill	TNF death inh	FXIIa inh 1536	FXIa inh	EP2 antag	Wee1 degr inh	zVAD death inh
CCn1c(SCC(=O)Nc2cc(OC)c(OC)c(OC)c2)nnc1-c1cccs1	-4	1	18	-2.9	-9	5	5	-2	-0.2
COCCNC(=O)c1onc(CSc2ccncc2)c1C(=O)NCCOC	-10	-7	9	1.4	8	1	6	/	0.7
COC(=O)CCCCCCCCC(O)CN1CCCCC1 (stereo unspecified)	-20	4	32	0.6	11	6	9	2	-0.7
CCN(C(=O)c1ccc2c(Cl)c3c(nc2c1)CCC3)c1ccc(C)c(C)c1	91*	-6	7	0.0	12	5	10	1	/
CCCc1c(O)nc(SCC(=O)NCc2ccco2)[nH]c1=O	-8	3	-1	-0.9	4	0	11	-1	0.3
Cc1onc(-c2ccccc2)c1C1=N/C(=C\c2ccccc2F)C(=O)O1	27	-15	15	-0.6	5	-7	14	0	1.4
COC(=O)c1oc2ccc(Cl)cc2c1NC(C)=O	-8	1	-9	0.1	29	22	5	-1	-0.7
COc1ccc(CCNC(=O)C2CCN(c3nn4c(=O)cc(C)nc4s3)CC2)cc1OC	33	1	-5	2.4	19	6	9	1	9.1
COc1ccc(C2C(=O)c3ccccc3C2=O)c(OC)c1	-2	-9	13	-1.2	9	0	4	-1	1.9
Cc1nn(C)c(Oc2ccccc2)c1CCNC(=O)CCl	-6	-3	21	-0.3	11	0	1	-3	-0.6
Cc1nc(NCCN2CCOCC2)c2nnn(Cc3c(F)cccc3Cl)c2n1	-22	-1	-5	-0.2	9	0	7	4	1.1
CC(=O)C1=C(C)OC(N)=C(C#N)C1c1cc2cccc(C)c2nc1Cl (stereo unspecified)	-22	-9	17	-5.5	29	19	4	3	-0.2
Cc1ccccc1N1C(S)=C(C#N)C(=O)NC12CCCCC2	-3	37	-14	-1.0	12	7	10&10	0	-0.2
O=C1NC(=O)/C(=C/c2cccc(O)c2)N1	2	-43	17	0.4	2	0	3	1	0.6
Nc1cccn2c(-c3ccc(Cl)c(Cl)c3)cnc12	-8	3	-14	-0.7	7	13	10	5	1.7

With a hit mark in CHOP inh (from the list above):
| canonical_smiles | CHOP inh | TbHK1 inh | FXIIa inh 1536 | FXIa inh | Wee1 degr inh |
| --- | --- | --- | --- | --- | --- |
| CCN(C(=O)c1ccc2c(Cl)c3c(nc2c1)CCC3)c1ccc(C)c(C)c1 | 91* | -6 | 12 | 5 | 1 |

(more compounds)
SMILES	CHOP inh	TbHK1 inh	PPC-1+TRAIL kill	TNF death inh	FXIIa inh 1536	FXIa inh	EP2 antag	Wee1 degr inh	zVAD death inh
CC(C)(C)n1nc2c(c1NC(=O)CCCc1ccccc1)CS(=O)C2 (stereo unspecified)	-1	-3	-5	1.6	8	-5	10	5	0.5
COc1ccc(NCC(=O)N/N=C/c2c(C)nn(Cc3ccccc3)c2Cl)cc1	23	0	5	4.3	11	8	13	0	7.1
CCOc1ccc(-c2nnc(-c3snc(-c4ccc(F)cc4)c3N=CN(C)C)o2)cc1	17	-10	10	1.5	-12	-15	10	-3	0.8
CCc1nnc(NC(=O)C2CCCN(c3nc4ccccc4s3)C2)s1 (stereo unspecified)	35	-3	13	-0.7	20	6	7	1	2.2
COc1cc(Nc2cc(C)nc3ncnn23)cc(OC)c1OC	-11	-2	9	0.6	11	5	7	0	3.6
COc1ccccc1/C=C/CN1CCCC(CO)(Cc2cccc(Cl)c2)C1 (stereo unspecified)	42	2	6	3.3	7	0	3	-1	1.0
O=C1c2ccccc2C(=O)N1CCCON1C(=O)c2ccccc2C1=O	29	27	-4	1.6	6	-2	13	0	0.8
NC(=O)C1(N2CCCCC2)CCN(C(=S)Nc2cccc(Cl)c2)CC1	22	0	5	0.9	4	7	8	-2	0.7
CC1(C)Cc2ccccc2-c2nnc(SCC(=O)Nc3ccc4c(c3)OCO4)n21	-4	6	1	0.6	0	-15	12	0	0.0
CCOC(=O)C1CCCN(c2nc3ccccc3nc2C(C#N)C(=O)OCCOC)C1 (stereo unspecified)	28	-5	-9	-1.4	5	4	12	2	-1.1
Cc1nc(SCC(=O)Nn2c(-c3ccccc3)nc3ccccc3c2=O)n[nH]1	18	4	2	-0.8	5	-6	5	0	-0.2
Cc1ccc([N+](=O)[O-])cc1S(=O)(=O)N1CCN(C)CC1	1	-4	23	0.5	5	-1	4	-3	0.9
CC(Oc1ccc(Cl)cc1Cl)C(=O)Nc1ccc2oc(-c3ccncc3)nc2c1 (stereo unspecified)	74*	-20	17	-11	1	-2	15	6	0.4
COc1ccc(O/C(=N\S(=O)(=O)c2ccccc2)c2ccccc2)cc1	41	-6	27	-2.9	5	-6	10	0	0.0
COc1ccccc1CNC(=O)C1CCCN(S(=O)(=O)c2cnc[nH]2)C1 (stereo unspecified)	-9	0	0	3.2	15	9	13	0	0.4
Cc1ccc(SCC(=O)Nc2cc([N+](=O)[O-])ccc2O)cc1	15	1	11	-1.6	11	3	6	4	-0.2
CCC1CCCCN1C(=O)CSc1nnc(-c2ccc3c(c2)OCCO3)o1 (stereo unspecified)	-32	1	11	-1.1	15	4	14	4	-0.5
Cc1ccccc1OCCC(=O)Nc1cccc(S(=O)(=O)Nc2ccccc2Cl)c1	18	-5	25	-1.6	8	-1	15	-1	-0.2
O=C(CN(Cc1ccccc1)C(=O)CSc1nnc(COc2ccccc2)o1)NC1CCCC1	-2	2	30	0.8	11	7	15	0	-1.6
Cc1ccc(C(=O)CSc2nc(C)cc(C)c2C(N)=O)cc1	1	6	22	-3.2	22	14	5	1	-0.3
c1ccc(CN2CN=C(Nc3nc4ccccc4s3)NC2)cc1	13	3	1	1.4	1	-6	4	0	0.8
O=C(NC(=S)NCCC1=CCCCC1)c1ccccc1Br	65	3	8	0.5	11	2	6	-2	0.9
COc1ccccc1N(C)S(=O)(=O)c1ccc(C(=O)NC2CCCCCC2)cc1	19	-12	5	4.7	2	4	10	1	1.5
Cc1cc(=O)oc(C)c1C(=O)NC1CCCCCCC1	8	-26	-7	1.7	12	8	6	-1	1.2
CC(=O)Oc1ccc(N(C(C)=O)S(=O)(=O)c2ccc(C)c([N+](=O)[O-])c2)cc1	12	28	-9	1.6	16	8	6	0	1.6
Cc1ccccc1N1C(=O)c2ccccc2NC1c1ccncc1 (stereo unspecified)	-13	2	23	-0.5	3	0	13	5	0.1
COc1ccc(NC(=O)/C(=C\c2ccc(OS(=O)(=O)c3ccc(C)cc3)cc2)NC(=O)c2ccccc2)cc1	17	-8	-1	1.6	18	3	5	1	0.2
Cc1cc(-c2nnc(-c3ccccc3)c(-c3ccccc3)n2)c(C)o1	-12	-21	15	-1.6	13	3	5	1	-0.3
O=C(Nc1cccnc1)C1CCC(CNS(=O)(=O)c2cccc3nsnc23)CC1 (stereo unspecified)	-5	-4	8	2.9	10	0	10	2	-0.1
O=C(CCc1ccccc1)Nc1ccc(N2CCCCC2)cc1	-34	-1	16	3.5	13	3	10	5	1.1

Compound profiles, as listed above. Values in the order: CHOP inh | TbHK1 inh | PPC-1+TRAIL kill | TNF death inh | FXIIa inh 1536 | FXIa inh | EP2 antag | Wee1 degr inh | zVAD death inh
CC(=O)C1=C(C)OC(N)=C(C#N)C1c1cc2cccc(C)c2nc1Cl (stereo unspecified) is entered as -22 | -9 | 17 | -5.5 | 29 | 19 | 4 | 3 | -0.2
Cc1nc(SCC(=O)Nn2c(-c3ccccc3)nc3ccccc3c2=O)n[nH]1 is entered as 18 | 4 | 2 | -0.8 | 5 | -6 | 5 | 0 | -0.2
O=C(CN(Cc1ccccc1)C(=O)CSc1nnc(COc2ccccc2)o1)NC1CCCC1 is entered as -2 | 2 | 30 | 0.8 | 11 | 7 | 15 | 0 | -1.6
O=C(Nc1cccnc1)C1CCC(CNS(=O)(=O)c2cccc3nsnc23)CC1 (stereo unspecified) is entered as -5 | -4 | 8 | 2.9 | 10 | 0 | 10 | 2 | -0.1
Cc1ccccc1N1C(=O)c2ccccc2NC1c1ccncc1 (stereo unspecified) is entered as -13 | 2 | 23 | -0.5 | 3 | 0 | 13 | 5 | 0.1

Other results follow:
SMILES	CHOP inh	TbHK1 inh	PPC-1+TRAIL kill	TNF death inh	FXIIa inh 1536	FXIa inh	EP2 antag	Wee1 degr inh	zVAD death inh
Cc1noc(/C=C/N(C)C)c1S(=O)(=O)N(C)CC(=O)NC1CCCCC1	5	-42	0	-2.7	-10	-15	/	-5	-0.2
CC1CCCCN1C(=O)N[C@@H](Cc1ccccc1)C(=O)O (stereo partly specified)	32	3	16	0.6	-5	-7	7	-3	1.4
C=CCSc1nncn1/N=C/c1ccc(OC)cc1	-24	-9	15	2.3	7	2	5	-2	1.1
CC(C)(C)CN1CCNC(=O)C1CC(=O)NCCc1ccccc1C(F)(F)F (stereo unspecified)	28	-15	22	0.1	10	2	7	0	-0.2
Cc1c(Nc2cc(Cl)c3nonc3c2[N+](=O)[O-])c(=O)n(-c2ccccc2)n1C	108*	-3	15	-14	6	-1	20	4	-4.6
CCOC(=O)N1CCN(c2ncnc3c2cnn3-c2ccc(OC)cc2)CC1	/	-7	/	0.3	/	/	/	1	-0.3
CCCn1nnc(NCc2ccc(OCc3cccs3)c(OC)c2)n1	-15	0	-2	0.8	13	6	-4	-1	1.0
CCOC(=O)C1=NN(c2ccc(Cl)cc2)C(c2ccccc2)CC1=O (stereo unspecified)	13	-4	15	-0.6	9	-2	3	0	0.7
COc1ccccc1NC(=O)N1CCCC(c2nc3c(nnn3Cc3ccc(C)cc3)c(=O)[nH]2)C1 (stereo unspecified)	54	1	14	-2.1	11	9	7	-1	0.1
O=C(CN(C(=O)CNC(=O)c1ccco1)c1ccc2c(c1)OCO2)NC1CCCCC1	-14	7	11	-4.5	10	-1	9&10	4	-0.3
CCC(=O)N(Cc1cc(=O)[nH]c2ccccc12)c1cccc(C)c1	13	-14	12	-1.4	12	5	14	-1	0.6
Cc1ccc(S(=O)(=O)N(C)Cc2ccc(C(=O)N/N=C/c3ccc(OC(F)F)cc3OC(F)F)cc2)cc1	27	1	7	-11	9	-4	4	-1	/
C1=C(c2ccccc2)CCN(c2ncnc3nc[nH]c23)C1	16	2	4	-5.6	16	4	14	-1	3.1
COc1cc(/C=C2\SC(=Nc3ccc(O)cc3)NC2=O)cc(OC)c1O	-11	-14	-6	-0.8	1	-3	7	-1	5.6
CC1(C)CC(=O)C(C=NCCN2CCN(C(=O)c3ccc(Br)cc3)CC2)=C(O)C1	25	-2	-5	-0.9	18	7	12	0	0.3
N#Cc1ccc(Cn2ccnc2C(=O)Nc2ccccc2)cc1	22	4	5	1.8	2	-4	5	4	1.6
CCCOc1ccc(N2C(=O)CC(N(CCc3ccccc3)C(=O)c3ccccc3)C2=O)cc1 (stereo unspecified)	44	1	10	2.0	4	6	5	0	2.9
CC(C)NC(=O)c1onc(CSc2ccccn2)c1C(=O)NC(C)C	5	1	14	-0.8	15	3	15	/	-0.6
O=c1c([N+](=O)[O-])cccn1Cc1ccc(F)cc1Cl	4	6	14	14	13	7	6	2	11
CC1(C)Cc2c(sc3c2c(=N)n(Cc2ccco2)c(=O)n3Cc2ccc(F)cc2)CO1	29	-8	-10	1.4	-7	-9	16	3	0.8
Cc1cccc(-n2c(O)c(C=Nc3cccc(O)c3)c3ccccc3c2=O)n1	14	-15	0	-6.3	7	1	9	-1	-0.5
Cc1ccc(CS(=O)(=O)c2ccc(C(=O)N3CCCCC3)cc2[N+](=O)[O-])cc1	5	-3	7	-5.8	5	-3	2	0	-0.1
Cn1c(CO)cnc1S(=O)(=O)Cc1ccc([N+](=O)[O-])cc1	20	-3	14	-3.0	18	3	7	1	0.4
